Assay outcomes as filed in PubChem.
HTR5A inv ag – inverse agonist of human HTR5A in OPRM1-OPRD1 counter-screen. P47898. HTR5A cell line, luminescence, inverse agonism. inhibition, % at 9.3 µM. 0.083% of 340,000 active. AID 504634; in the data active = inhibition mostly above about 23%, no sharp cut-off; inactive = mostly below about 18%;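 note: 0% = cells with DMSO and 100% = no-cell wells with DMSO; some compounds called inactive have numbers as strong as hits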
Target sequence (P47898 whole entry, looked up): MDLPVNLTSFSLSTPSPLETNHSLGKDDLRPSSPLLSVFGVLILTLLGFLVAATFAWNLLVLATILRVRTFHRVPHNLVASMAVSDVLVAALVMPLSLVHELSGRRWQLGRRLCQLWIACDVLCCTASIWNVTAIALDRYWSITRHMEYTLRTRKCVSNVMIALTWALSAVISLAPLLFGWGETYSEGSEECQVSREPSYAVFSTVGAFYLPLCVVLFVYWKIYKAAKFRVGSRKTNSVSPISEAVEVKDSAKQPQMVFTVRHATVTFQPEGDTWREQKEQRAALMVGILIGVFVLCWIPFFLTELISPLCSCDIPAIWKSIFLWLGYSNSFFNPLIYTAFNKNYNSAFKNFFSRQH
PKA-R1A act – PKA-R1A complex activation; PKA-R1A dissociation, Cy5-IP20 fluorescence polarization; scaled: DMSO 0%, 113 µM cGMP 100%; P00514+P68181; 0.083% of 340,000 active; activation, % at 11.4 µM; AID 504707;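 active = percent activation above the mean of all tested compounds plus 3 SD, cut at about 19% in these data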;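 note: higher means more PKAc released from R1A so a rise in polarization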
Mot1-301 SUMO – blocks SUMOylation pathway, rescuing yeast Mot1-301 growth | S. cerevisiae Mot1-301 growth rescue, ATP luminescence, 38.5C; percent above DMSO median, 100 means doubled | growth rescue, % at 18.8 µM | 1% of 320,000 active | AID 2716;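 active = every valid replicate shows activation above 250% relative to neutral control wells; inactive = the rest, any valid replicate at or below 250%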;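 note: OY570 slx delta 5 strain wells were the positive control but not used for scaling; some compounds called inactive have numbers as strong as hits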
AddAB inh – less growth of phage-infected E. coli with AddAB; inhibition, % at 11.9 µM; E. coli expressing H. pylori AddAB, absorbance growth; 0.29% of 330,000 active; in the data active = inhibition above about 12%;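 note: 0% = vehicle wells of infected cells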
Ecoli viability – counter-screen for AddAB inhibitors: E. coli growth inhibition. E. coli V3065 growth, OD600 absorbance, 18 h. inhibition, % at 11.9 µM. 0.27% of 330,000 active. AID 449728;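 active = inhibition above the campaign's mean inhibition across all tested compounds plus 3 SD, cut at about 9.9% in these data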;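 note: uninfected addAB+ strain grown without phage in ampicillin broth; 0% = DMSO wells and 100% = ciprofloxacin 0.95 µg/ml wells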
PfHsp90 yeast 2 – inhibits growth of yeast expressing Plasmodium falciparum Hsp90; inhibition, % at 9.4 µM; S. cerevisiae expressing PfHsp90, BacTiter-Glo ATP, 48 h; yeast lacking PDR1 and PDR3 efflux regulators; 0.32% of 310,000 active;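 active = every replicate shows inhibition above about 80%, whatever the replicate mean, limit read from the data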;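 note: 0% = DMSO neutral controls and 100% = 20 µM radicicol positive controls; yeast relying on Plasmodium falciparum Hsp90 in place of its own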
MOR-DOR ag – OPRM1-OPRD1 heterodimerization agonism. AID 504326. cells, luminescence. activation, % at 9.3 µM. 0.3% of 340,000 active. P35372+P41143; in the data active = activation above about 18%;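 note: 0% = vehicle-treated cells and 100% = reference agonist; values of inactives mirror those of a sister screen read the other way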
Tat transport – E. coli Tat transport inhibition | inhibition, % at 10 µM | E. coli MC4100 TorA-mCherry Tat export, fluorescence | 0.036% of 340,000 active;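 active = mean replicate inhibition at least 50% and at least half of replicates individually reaching 50%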;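 note: exported cargo escapes ClpAP degradation while cytoplasmic cargo is degraded and loses fluorescence; 0% = median of neutral control wells and 100% = median of NaSCN control wells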
phage Ecoli inh – E. coli growth loss with phage present; growth absorbance; inhibition, % at 11.9 µM; 0.26% of 360,000 active; AID 651602; in the data active = inhibition above about 11%
MOR-DOR inv ag – mu-delta opioid heterodimer inverse agonism. AID 504357. cell-based MOR-DOR heterodimer luminescence. inhibition, % at 9.3 µM. 0.21% of 340,000 active. P35372+P41143; in the data active = inhibition above about 22%, passing the limit was not always enough;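 note: 0% = cells with DMSO and 100% = wells without cells with DMSO; values of inactives mirror those of a sister screen read the other way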
PKA-R2B act – PKA-R2B complex activation. PKA-R2B holoenzyme dissociation, Cy5-IP20 fluorescence polarization; R2B truncated from residue 108, S112A mutant; 0% DMSO only, 100% 113 µM cGMP. 0.079% of 340,000 active. AID 504700. activation, % at 11.4 µM;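 active = activation above a cutoff set at the mean over all compounds plus 3 SD, cut at about 18% in these data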;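 note: higher means more holoenzyme dissociation and a rise in polarization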
Target sequence (P31323 whole entry, looked up, other chains not shown, the tested form may be a part): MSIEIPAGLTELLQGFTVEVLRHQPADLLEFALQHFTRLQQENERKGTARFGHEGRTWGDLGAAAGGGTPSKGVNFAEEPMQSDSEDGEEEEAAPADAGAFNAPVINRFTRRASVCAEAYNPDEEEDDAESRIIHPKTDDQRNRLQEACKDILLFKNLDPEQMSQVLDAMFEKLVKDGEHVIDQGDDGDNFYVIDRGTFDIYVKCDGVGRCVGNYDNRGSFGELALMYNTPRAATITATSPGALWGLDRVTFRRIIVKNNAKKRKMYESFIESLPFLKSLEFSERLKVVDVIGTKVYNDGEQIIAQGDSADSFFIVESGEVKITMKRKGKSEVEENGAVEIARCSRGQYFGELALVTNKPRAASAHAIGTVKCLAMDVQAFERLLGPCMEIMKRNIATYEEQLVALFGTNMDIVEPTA
* = called active by the depositor; nt = no result given; + = active, no number. Compounds as they come. Share with any hit: about 2.2%.

smiles,HTR5A inv ag,PKA-R1A act,Mot1-301 SUMO,AddAB inh,Ecoli viability,PfHsp90 yeast 2,MOR-DOR ag,Tat transport,phage Ecoli inh,MOR-DOR inv ag,PKA-R2B act
O=C(CNS(=O)(=O)c1ccc(Br)s1)N1CCN(c2ncccn2)CC1,9.7,3.0,nt,nt,nt,nt,-1.4,3.6,0.9,6.7,-6.1
O=C(Oc1cccc(C(=S)N2CCOCC2)c1)c1cc([N+](=O)[O-])cc([N+](=O)[O-])c1,-7.1,-10.1,0.3,1.4,-0.8,1.6,3.8,2.8,3.1,-17.8,-4.2
Cn1c(=NC(=O)c2ccccc2[N+](=O)[O-])sc2cccc(F)c21,-12.7,-3.5,-3.1,0.6,-1.4,-22.5,2.7,1.5,3.1,-14.5,-6.0
Cc1cc(C)c(C#N)c(N2CCCC(C(N)=O)C2)n1 (centres undefined),5.9,-4.9,4.4,2.1,1.5,15.7,0.9,2.3,3.4,-4.8,5.7
COc1ccc(N(C(=O)CNC(=O)c2ccco2)C(C(=O)NC2CCCCC2)c2ccncc2)cc1 (centres undefined),-7.8,-5.2,-0.8,4.3,-0.8,-1.2,0.5,2.3,2.6,-2.9,-11.2
CC1=C(C(=O)Nc2ccccc2)C(c2ccc(C)cc2)N=C(Nc2nc3ccccc3o2)N1 (centres undefined),-41.2,-11.2,-14.7,-2.1,-4.5,-25.7,40.5*,9.6,4.3,-218.6,3.1
COC(=O)COc1ccc(C(c2c(C)[nH][nH]c2=O)c2c(C)[nH][nH]c2=O)cc1,-17.4,-10.7,23.6,nt,nt,1.9,-0.9,-7.2,0.1,5.2,8.8
CCCCN(C)CCNC(=O)c1cc(-c2cccnc2)nc2ccc(S(=O)(=O)N3CCC(C)CC3)cc12,27.7,6.0,-12.0,3.9,2.1,22.1,-0.1,1.8,1.7,0.7,-1.6
CCN(CC)c1ccc(-c2nc3cnccn3c2NC2CCCC2)cc1,-16.8,-6.0,-14.9,-4.4,-3.1,-1.4,2.0,-15.3,0.8,-10.7,12.9
CCOC(=O)c1c(-c2ccc(C)o2)csc1NC(=O)CN1CCC(C(N)=O)CC1,14.7,-12.0,-11.4,-0.2,0.3,-4.9,-1.1,4.3,3.4,5.7,-3.6
O=C(CCN1CCCC1Cc1ccccc1)c1ccc2c(c1)OCCO2 (centres undefined),-21.2,-17.4,28.2,1.5,0.2,1.9,1.7,5.7,1.9,-8.4,-0.9
Cc1ccccc1N(C(=O)c1snc(C(N)=O)c1N)C(C(=O)NC1CCCC1)c1ccco1 (centres undefined),-5.6,-1.5,nt,nt,nt,8.8,-4.0,-4.7,1.3,21.4,-6.6
Cc1ccc(CNC(=O)CCNS(=O)(=O)c2cccs2)cc1,4.7,-4.5,+,6.8,-0.8,32.5,-1.4,-0.6,2.0,7.6,-9.4
CCc1ccc(NC(=O)c2cnn(-c3ccccc3)c2C)cc1,-8.0,0.9,11.4,5.4,1.9,-25.8,1.1,3.2,4.8,-6.7,-2.2
CCCCC(=O)Nc1cccc(NC(=O)C(C)C)c1,-11.6,-5.7,307.1,0.9,2.5,6.5,-1.1,1.3,0.6,5.9,5.2
Cc1ccc(S(=O)(=O)NCCc2ccncc2)cc1C,-10.6,-9.2,-0.8,2.6,-1.7,11.1,-2.7,4.6,3.5,14.0,-5.1
CC(C)c1ccc(NC(=O)/C(C#N)=C/c2ccncc2)cc1,-3.9,3.5,1.3,-2.2,-1.9,22.2,-2.1,7.3,3.4,11.9,-3.6
CCOC(=O)c1c(C)nc2sc3c(c2c1-c1ccc(OC)cc1)NC(c1ccccc1)NC3=O (centres undefined),-13.2,-5.3,nt,-2.9,1.1,-14.8,-0.9,-13.5,2.7,5.0,-10.6
CCC(=Cc1ccc(CC)cn1)CC,9.5,-1.8,-2.7,-1.9,-0.7,4.2,-0.2,-0.4,3.8,1.0,-7.2
COC(=O)c1ccccc1NC(=O)c1ccc2c(c1)OCCCO2,-12.4,4.1,182.0,3.2,-0.7,-5.4,3.0,0.7,0.1,-16.5,-2.3

Structures listed so far with a thiophene ring, fused or not, in the order listed:
smiles,HTR5A inv ag,PKA-R1A act,Mot1-301 SUMO,AddAB inh,Ecoli viability,PfHsp90 yeast 2,MOR-DOR ag,Tat transport,phage Ecoli inh,MOR-DOR inv ag,PKA-R2B act
O=C(CNS(=O)(=O)c1ccc(Br)s1)N1CCN(c2ncccn2)CC1,9.7,3.0,nt,nt,nt,nt,-1.4,3.6,0.9,6.7,-6.1
CCOC(=O)c1c(-c2ccc(C)o2)csc1NC(=O)CN1CCC(C(N)=O)CC1,14.7,-12.0,-11.4,-0.2,0.3,-4.9,-1.1,4.3,3.4,5.7,-3.6
Cc1ccc(CNC(=O)CCNS(=O)(=O)c2cccs2)cc1,4.7,-4.5,+,6.8,-0.8,32.5,-1.4,-0.6,2.0,7.6,-9.4
CCOC(=O)c1c(C)nc2sc3c(c2c1-c1ccc(OC)cc1)NC(c1ccccc1)NC3=O (centres undefined),-13.2,-5.3,nt,-2.9,1.1,-14.8,-0.9,-13.5,2.7,5.0,-10.6

Next part:
smiles,HTR5A inv ag,PKA-R1A act,Mot1-301 SUMO,AddAB inh,Ecoli viability,PfHsp90 yeast 2,MOR-DOR ag,Tat transport,phage Ecoli inh,MOR-DOR inv ag,PKA-R2B act
O=C(c1ccc([N+](=O)[O-])cc1)N(Cc1cccs1)C1CCS(=O)(=O)C1 (centres undefined),0.4,-18.9,195.5,1.5,-1.3,-5.6,-2.2,-0.3,0.6,11.6,-4.2
Cc1cc(C)c(NC(=O)CN2C(=O)NC3(CCCCC3)C2=O)c(Cl)c1,2.0,-9.1,-3.6,0.6,2.6,7.8,-2.1,-4.3,nt,11.2,-5.8
CCOc1ccc(-c2c(C(=O)N/N=C/c3ccc(OC)cc3)nnn2-c2nonc2N)cc1,24.4,-6.2,-12.1,0.5,-2.8,10.9,-2.4,3.2,2.3,12.3,2.4
CCOC(=O)c1c(NCc2ccc3c(c2)OCO3)c2ccccc2[nH]c1=O,-21.7,-4.8,156.3,1.3,0.1,2.0,-2.3,-4.0,1.7,12.4,-2.9
Cc1ccc(/C=C/S(=O)(=O)NCCC(=O)NCc2ccccc2F)cc1,5.5,-11.1,9.8,-0.8,0.4,-2.9,-2.0,10.1,3.6,10.2,-14.3
Cc1noc(C)c1S(=O)(=O)N(C)C[C@H]1Oc2ccc(NS(=O)(=O)c3ccc(F)cc3)cc2C(=O)N([C@H](C)CO)C[C@@H]1C,-5.0,2.5,-10.6,3.9,-1.2,-14.9,-2.4,-6.5,2.8,11.2,5.7
CC(=O)c1c(C)nn(C(=O)c2cccs2)c1C,-14.8,-18.9,-1.3,-0.9,-2.2,-27.6,-2.7,-0.8,2.3,16.0,-12.1
NC(=O)c1cc([N+](=O)[O-])cc2c1C=Cc1ccccc1O2,0.9,-1.3,-3.8,1.7,1.1,17.2,1.8,-12.3,-1.3,-9.4,-6.7
CC(C)N(C)NC(=S)Nc1ccccc1,-29.9,11.8,10.1,1.4,-0.7,-4.1,0.6,-0.8,4.2,-3.5,-5.9
Cc1c(Cl)ccc2c1NC(=O)[C@]21[C@@H]2C(=O)N(Cc3ccccc3)C(=O)[C@@H]2[C@@H]2CCCN21,-7.6,-12.1,-2.0,1.6,-0.5,-1.6,3.1,4.1,2.1,-14.1,-10.2
C(=N\Nc1nc2ccccc2[nH]1)/c1cccc2nccnc12,nt,nt,7.5,5.7,-4.0,-9.6,nt,-6.4,-1.2,nt,nt
Cc1ccc(N2C(=O)c3ccc(C(=O)Nc4cccnc4)cc3C2=O)c(C)c1,-8.3,3.3,-10.2,2.9,3.2,-23.4,0.0,-6.2,3.5,0.1,-0.8
CC(C)c1ccc(/C=N/Nc2cc(N3CCOCC3)nc(N3CCOCC3)n2)cc1,8.9,-7.7,-1.7,0.2,-1.9,-14.7,-1.8,6.4,3.5,9.3,-7.6
Cc1cc(C)n(S(=O)(=O)c2cc(Cl)ccc2Cl)n1,8.3,-13.0,-1.8,2.3,-2.5,15.7,-1.7,-3.4,3.5,10.2,-4.2
CC(C)N1CC=C2C(C#N)=C(N)C(C#N)(C#N)C(c3ccccc3)C2C1 (centres undefined),-11.5,7.9,6.2,2.5,-1.7,22.2,-1.8,1.3,1.9,10.0,-9.6
Cn1c(N)c(C(=O)COC(=O)/C=C/c2ccccc2)c(=O)n(C)c1=O,-6.0,2.8,-6.3,-1.4,-0.4,20.2,-2.4,3.4,2.5,12.5,-3.8
COc1cc2c(cc1OC)CN(CC(=O)Nc1ccccc1C#N)CC2,-2.2,-14.4,-12.2,1.7,0.2,-3.0,-3.6,1.2,0.1,15.0,-9.4
O=C(NC1CCCCCC1)C1CCN(C(=O)c2ccc(Br)cc2)CC1,-7.5,-2.5,17.0,0.1,1.3,-4.6,-1.6,0.6,3.3,6.5,5.8
CC(C)CN(C(=O)COC(=O)CCc1c[nH]c2ccccc12)C1CCS(=O)(=O)C1 (centres undefined),-4.3,-3.6,4.9,0.1,-0.4,-5.9,-0.1,6.3,0.0,0.8,-4.0
C=C(C)C1CC=C(C)/C(=N/NC(=O)COc2cccc(C)c2)C1 (centres undefined),-16.0,14.6,-11.6,2.0,0.7,-25.0,5.6,-1.3,1.7,-30.0,-6.4
COc1ccc(C(C(=O)NC2CCCC2)N(C(=O)c2ccco2)c2ccc(OC)c(OC)c2)cc1 (centres undefined),-1.8,7.7,139.4,1.5,-0.6,-11.9,-1.5,9.4,-0.2,8.7,-5.5
O=C(NC1CCC(O)CC1)c1cccnc1Sc1ccccc1Cl (centres undefined),-9.3,8.2,3.8,0.0,1.3,13.4,-3.8,1.3,0.8,19.4,-9.5
CN(c1ccccc1)S(=O)(=O)c1ccc2c(c1)OCCO2,9.2,-2.1,173.3,1.3,1.7,nt,-2.0,9.8,1.2,7.7,2.9
Cc1nn2cc(-c3ccc(Cl)cc3)cnc2c1Br,-13.9,-4.4,9.3,0.7,1.4,-4.6,2.4,12.0,1.5,-12.5,-7.9
COc1cc(C(=O)NCC(c2cccs2)N2CCc3ccccc32)cc(OC)c1OC (centres undefined),8.3,2.1,-23.9,-0.2,-1.3,1.5,-1.8,6.1,1.6,9.3,0.8
CCN1CCN(C(=S)NC(=O)/C=C/c2cccs2)CC1,-6.0,-7.6,676.2*,4.2,-0.5,14.0,-3.7,0.5,5.0,19.2,1.6
CCc1c(C)c(C#N)c2nc3ccccc3n2c1Nc1c(C)n(C)n(-c2ccccc2)c1=O,2.6,-3.0,-7.8,3.9,0.6,nt,-1.5,2.5,-0.9,7.6,10.8
CCCCOC(=O)c1cc(Cl)c(O)c(OC)c1,1.7,-0.3,6.9,-0.4,1.7,-26.6,-1.7,-3.5,0.3,8.6,-13.4
CCOc1cccc(C(=O)NCc2ccccc2)c1,-1.8,-4.2,-5.5,1.3,0.4,-4.0,-0.8,0.5,3.1,4.2,3.3
CC(C)CCNC(=O)CN(C(=O)Cn1nnc(-c2ccc(F)cc2)n1)C1CCCC1,12.6,-1.1,-14.0,0.9,-1.2,1.5,-1.7,-5.2,1.8,9.1,-2.2
